# PhoP GFP inhibition – PhoP regulon inhibitors, Salmonella typhi PhoP promoter GFP reporter, confirmatory (AID 1850) | Salmonella Typhi PhoP-promoter GFP reporter, fluorescence, 4 h; higher % means a stronger effect | one-dose inhibition, % at 50 µM; IC50 in µM for titrated hits | 0.33% of 310,000 active; in the data active = a potency from the dose series; inconclusive = inhibition mostly from about 25% at the one dose, without a potency; inactive = the rest, 99 in 100 with inhibition below about 19%;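 also: 0% = induced wells with vehicle and 100% = uninduced wells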
# M. tuberculosis – growth inhibition of non-replicating M. tuberculosis (AID 488890); Mycobacterium tuberculosis non-replicating, growth inhibition; higher % means a stronger effect; inhibition, % at 25 µM; hits with a dose series show IC50 in µM; 0.39% of 320,000 active; in the data active = a potency from the dose series; inconclusive = inhibition mostly from about 82% at the one dose, without a potency; inactive = the rest, 99 in 100 with inhibition below about 76%;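 also: plate controls were DMSO cells for no effect and high antibiotic wells for full effect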
# H37Rv inhibition – M. tuberculosis growth inhibition, HTS (AID 449762) | inhibition, % at 25 µM; hits with a dose series show IC50 in µM | 0.59% of 330,000 active | M. tuberculosis H37Rv growth inhibition, 7H9 media; higher % means a stronger effect; in the data active = a potency from the dose series; inconclusive = inhibition above about 70% without an active follow-up result;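 also: bacterial growth assessed after seven days of incubation; strong numbers were not always called active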
# VEEV TC-83 Vero – inhibitors of VEEV TC-83 cytopathic effect, confirmation, Vero cells (AID 588727). 0.13% of 350,000 active. Vero cells, VEEV TC-83 cytopathic effect inhibition; higher % means a stronger effect. inhibition, % at 20 µM, or IC50 in µM where a hit was titrated; in the data active = a potency from the dose series; inconclusive = inhibition mostly from about 14% at the one dose, without a potency; inactive = the rest, 99 in 100 with inhibition below about 12%; also: strong numbers were not always called active
# H1N1 NS1A inhibition – H1N1 influenza NS1A inhibitors, functional cell based assay (AID 504329); NS1A functional cell-based assay, percent inhibition; higher % means a stronger effect; inhibition, % at 12.5 µM, or IC50 in µM where a hit was titrated; 0.3% of 340,000 active; in the data active = a potency from the dose series; inconclusive = inhibition above about 27% without an active follow-up result; also: strong numbers were not always called active
# * = called active by the depositor; i = inactive; u = inconclusive; x = no result given.
SMILES,PhoP GFP inhibition,M. tuberculosis,H37Rv inhibition,VEEV TC-83 Vero,H1N1 NS1A inhibition
CN(C(=O)c1cccc(NC(=O)Cc2ccc(NC(=O)C3CCCN(C(=O)CCc4ccccc4)C3)cc2)c1)C1CC1 (stereo unspecified),x,x,x,0.3%,-6.2%
CC(C)(C)Nc1nc2nonc2nc1NC(C)(C)C,15.2%,14.6%,8.7%,0.6%,6.5%
Cn1cnnc1SCC(=O)NC1CCCN(Cc2ccccc2F)C1 (stereo unspecified),0.9%,8.7%,3.0%,0.8%,-2.2%
Cc1c(N)cccc1[N+](=O)[O-],x,-3.9%,3.1%,0.4%,3.1%
CC1=NNC(=O)/C1=C\c1cn(-c2ccccc2)nc1-c1cccs1,-1.1%,4.96µM*,u,u,8.5%
COC(=O)c1ccc(CNC(=O)Cn2cnc3c(OCc4ccccc4)ncnc32)cc1,x,4.8%,6.4%,i,-6.1%
O=C(CCC(F)(F)F)N1CCCC(N2CCN(c3cccc(Cl)c3)CC2)C1 (stereo unspecified),3.0%,72.7%,8.0%,1.2%,-5.5%
Cc1ccc(S(=O)(=O)Cc2ccc(C(=O)N3CCC4(CC3)OCCO4)o2)cc1,-29.2%,8.0%,6.5%,i,2.3%
Cc1ccc(CON=C2CCN(c3ncc(C(F)(F)F)cc3Cl)CC2)cc1,-8.2%,50.5%,42.1%,1.8%,0.4%
Cc1ccc(N2CC(C(=O)OCC(=O)NNC(=O)c3ccccc3)CC2=O)cc1 (stereo unspecified),-4.1%,-5.5%,4.2%,2.4%,0.7%
Cc1ccc(C)c(NC(=O)CCC(=O)NNC(=O)c2cccs2)c1,-1.9%,72.3%,-0.4%,1.9%,-3.6%
CCN(CCNC(=O)c1cc(C)nn1-c1ccccc1)c1ccccc1,10.0%,x,-18.4%,1.1%,1.9%
Cc1cc(-c2csc(NC(=O)c3ccc(S(=O)(=O)N(C)C)cc3)n2)c(C)n1-c1ccccc1,2.1%,-16.8%,-1.7%,6.7%,-3.1%
CN(CC(=O)Nc1ccc(C#N)cc1)Cc1ccc(Cl)cc1Cl,-5.7%,53.5%,-6.2%,1.9%,-1.2%
COc1ccc(N(Cc2ccc(N(C)C)cc2)C(=O)c2ccc(S(C)(=O)=O)cc2)cc1,4.4%,15.0%,0.7%,1.0%,6.2%
C=Cc1cccc(NC(=O)COc2ccccc2)c1,6.5%,5.75µM*,-8.0%,2.1%,-1.5%
CCOc1cc(CNCc2ccccn2)ccc1OCC(=O)NC(C)(C)C,0.8%,-6.5%,-4.2%,i,-1.9%
CC(c1ccco1)N(Cc1ccco1)C(=O)Nc1ccccc1 (stereo unspecified),-5.8%,10.0%,-9.4%,i,-1.5%
Cc1ccc2cccc(S(=O)(=O)N3CCN(c4ccccc4F)CC3)c2n1,0.3%,-21.1%,-4.6%,i,-7.7%
Nc1nc(SCC(=O)Nc2ccc(OC(F)(F)F)cc2)[nH]c(=O)c1NC(=O)c1ccc(Br)o1,-1.9%,4.9%,-0.2%,2.0%,12.3%

# Rewritten with each value named: part of the list above
> COC(=O)c1ccc(CNC(=O)Cn2cnc3c(OCc4ccccc4)ncnc32)cc1
  PhoP GFP inhibition: x	M. tuberculosis: 4.8%	H37Rv inhibition: 6.4%	VEEV TC-83 Vero: i	H1N1 NS1A inhibition: -6.1%

> O=C(CCC(F)(F)F)N1CCCC(N2CCN(c3cccc(Cl)c3)CC2)C1 (stereo unspecified)
  PhoP GFP inhibition: 3.0%	M. tuberculosis: 72.7%	H37Rv inhibition: 8.0%	VEEV TC-83 Vero: 1.2%	H1N1 NS1A inhibition: -5.5%

# Two of the compounds above, with bars between the fields.
Compound | PhoP GFP inhibition | M. tuberculosis | H37Rv inhibition | VEEV TC-83 Vero | H1N1 NS1A inhibition
O=C(CCC(F)(F)F)N1CCCC(N2CCN(c3cccc(Cl)c3)CC2)C1 (stereo unspecified) | 3.0% | 72.7% | 8.0% | 1.2% | -5.5%
Cc1ccc(S(=O)(=O)Cc2ccc(C(=O)N3CCC4(CC3)OCCO4)o2)cc1 | -29.2% | 8.0% | 6.5% | i | 2.3%

# (further entries)
SMILES,PhoP GFP inhibition,M. tuberculosis,H37Rv inhibition,VEEV TC-83 Vero,H1N1 NS1A inhibition
COc1ccc(NC(=O)c2cc(C(=O)Nc3ccc(OC)cc3OC)cc([N+](=O)[O-])c2)c(OC)c1,2.6%,18.2%,5.1%,0.3%,0.5%
CCSc1nsc(NC(=O)Nc2ccccc2F)n1,0.8%,26.1%,5.7%,3.1%,3.8%
COc1ccc(-c2cc3nc(C)cc(N4CC(C)CC(C)C4)n3n2)cc1 (stereo unspecified),-7.3%,35.2%,38.3%,6.7%,3.0%
CC(NC(=O)NC12CC3CC(CC(C3)C1)C2)C1CCCO1 (stereo unspecified),17.1%,-1.4%,-18.8%,i,-2.0%
C/C(CC(=O)Nc1cccc(Cl)c1C)=N\NC(=O)C(=O)NCC(C)C,4.2%,-1.4%,-11.2%,1.1%,-1.7%
CSc1nnc(C)c(=O)n1COC(=O)COc1ccc2ccccc2c1,4.3%,16.8%,12.1%,0.5%,-6.0%
COc1ccc(C2CC(=O)C(C(c3ccc(O)cc3)C3C(=O)CC(c4ccc(OC)cc4)CC3=O)C(=O)C2)cc1 (stereo unspecified),-12.4%,33.6%,1.5%,x,x
CC(=O)N1CCN(C(=O)CNC(=O)c2ccc(C)s2)CC1,x,x,x,0.1%,2.4%
Cc1ccc(S(=O)(=O)CC(O)CN2CCCC2=O)cc1 (stereo unspecified),13.3%,-4.7%,-28.7%,i,-1.3%
O=C(Cn1nnc(-c2ccccc2)n1)NCc1ccco1,4.1%,-6.4%,11.6%,0.3%,-1.6%
CN1CCN(CCOc2ccc(Cl)c(Cl)c2)CC1,8.1%,-4.6%,-2.4%,i,0.2%
Cc1nc2ccc(S(=O)(=O)NC(CC(C)C)C(=O)O)cc2s1 (stereo unspecified),-9.7%,0.9%,-4.4%,1.0%,-1.7%
CCOc1ccc(C(=O)N[C@H](C(=O)NNC(=O)c2cccs2)C(C)C)cc1,x,3.6%,4.0%,6.2%,-15.5%
CCOC(=O)C=Nc1c(N)n(C)c(=O)n(C)c1=O,-8.3%,-7.2%,-3.9%,0.1%,-0.9%
CCOC(=O)C(CCCCCOc1ccc([N+](=O)[O-])cc1)C(=O)OCC,-2.7%,u,u,1.7%,24.1%
Cc1ccc(S(=O)(=O)N(C)c2c(C)ccc(S(=O)(=O)Nc3ccncc3)c2C)cc1,-4.9%,-0.4%,-23.8%,2.4%,0.9%
Cc1ccccc1NC(=S)NC(=O)COc1ccccc1C,-2.0%,39.4%,3.6%,7.9%,-13.6%
Fc1cccc(CSc2ncnc3c2oc2ccccc23)c1,0.8%,46.3%,0.6%,3.5%,3.6%
COc1ccc(S(=O)(=O)N2CCC(C(=O)NC3CCCC3)CC2)cc1OC,-8.5%,-28.8%,-5.4%,i,-6.6%
O=c1cc(NCCCO)c2ccccc2o1,-7.2%,2.9%,-14.9%,i,-2.0%
Cc1cc(C)n(CCCNC(=O)c2cc(COc3ccc(C)c(C)c3)on2)n1,-4.4%,1.1%,-3.8%,6.4%,-2.7%
Cc1ccc(Cn2nnc3c(=O)[nH]c(C4CCCN(S(=O)(=O)c5ccccc5F)C4)nc32)cc1 (stereo unspecified),4.2%,6.4%,5.4%,2.8%,3.6%
Cc1ccc(C(=O)C(NC(=O)c2ccco2)Nc2sc3c(c2C(N)=O)CCCC3)cc1 (stereo unspecified),-9.0%,16.6%,2.9%,x,x
O=C(NC1CCCCCC1)c1ccc[nH]c1=S,6.8%,u,1.5%,1.2%,-0.3%
CC(=O)Nc1ccc(S(=O)(=O)NC2(C(F)(F)F)C(=O)Nc3c2c(=O)[nH]c(=O)n3Cc2cccnc2)cc1 (stereo unspecified),2.4%,17.0%,1.7%,i,4.9%
O=C(NCc1ccccc1Cl)c1cccc(NC(=O)c2ccccc2)c1,-9.4%,19.2%,-17.8%,4.1%,-6.3%
Nc1cc(Cl)ccc1C(=O)OCC(=O)N1CCOCC1,4.2%,-5.6%,7.1%,2.5%,-3.8%
CCCNC(=O)C1CN(S(=O)(=O)c2ccc(Cl)s2)c2ccccc2O1 (stereo unspecified),x,x,x,0.7%,-7.1%
CCOC(=O)C(C)n1nc(/C=C/c2ccccc2)ccc1=O (stereo unspecified),4.6%,-9.5%,-3.6%,1.6%,1.4%
COc1ccc(N2CCN(Cc3nc4c(c(=O)[nH]c(=O)n4C)n3Cc3cccc(Cl)c3)CC2)cc1,-12.0%,x,-7.6%,5.9%,9.0%
C=CCNC(=S)NNC(=O)c1ccc(OCC(C)C)cc1,2.2%,u,-0.9%,i,-5.0%
Cc1cc(-c2nnc3n2N=C(C(C)(C)C)CS3)n[nH]1,1.7%,5.7%,-0.3%,0.5%,3.0%
O=C(c1ccc(Cl)c(S(=O)(=O)N2CCCC2)c1)N1CCN(c2ncccn2)CC1,-0.2%,-4.1%,-5.5%,6.4%,-7.8%
COc1ccccc1NC(=O)CSc1nc(=O)n(Cc2ccncc2)c2c1CCCC2,3.7%,-2.8%,-8.0%,6.8%,-6.2%
O=C1C(=O)N(CCN2CCOCC2)C(c2cccnc2)/C1=C(/O)c1ccc(Cl)cc1 (stereo unspecified),-3.1%,-3.0%,-7.8%,0.7%,0.6%
CC1=CCC2C(=O)N(c3ccc(C)c(Br)c3)C(=O)C2C1 (stereo unspecified),-8.0%,-14.9%,-9.6%,i,7.2%
Cn1nc(-c2ccccc2)cc1NC(=O)Nc1ccc(F)cc1,-1.9%,15.4%,-3.0%,4.1%,11.2%
COc1ccc(NC(=O)C2CCN(C(=O)C3CC(=O)N(c4ccc(C)cc4)C3)CC2)c(OC)c1 (stereo unspecified),1.6%,-8.5%,-10.2%,12.8%,8.1%
COc1ccccc1/C=N/NC(=O)c1ccc(NC(=O)c2ccccc2Br)cc1,2.3%,25.4%,-3.1%,1.3%,2.4%
CCOCCCNC(=O)c1ccc2nc(-c3ccc(OC)c(OC)c3)c(-c3ccc(OC)c(OC)c3)nc2c1,1.9%,-7.5%,6.0%,7.8%,-3.0%
O=C(CCN1C(=O)CSC1=O)Nc1ccccc1,3.4%,-3.4%,6.2%,0.7%,2.0%
COc1ccc(NC(=O)COC(=O)CN2C(=O)C3CCCCC3C2=O)cc1OC (stereo unspecified),x,1.3%,-4.2%,i,-0.6%
CCOc1nnc(C)c2c(C)n(-c3cccc(OC)c3)nc12,5.3%,-15.2%,-3.3%,9.8%,-0.2%
O=C(CN1CCOCC1)Nc1ncc(Cc2cccc(Cl)c2)s1,-7.4%,21.9%,1.8%,i,1.7%
O=C(NCCc1nccs1)C1CCC(=O)N(CCc2ccc(Cl)cc2)C1 (stereo unspecified),4.2%,-7.1%,1.1%,2.4%,-18.2%
Cc1cc(C)cc(C(=O)OCC(=O)NC(=O)NC2CCCC2)c1,x,22.6%,9.6%,8.7%,2.8%
Cc1ccc2cc3cc(C(=O)NCc4ccc5c(c4)OCO5)oc3nc2c1,x,x,x,0.1%,-2.5%
N#Cc1cccc(NC(=O)Cn2c3[n+](c4ccc(C(F)(F)F)cc42)CCCCC3)c1,9.6%,47.1%,2.1%,i,2.3%
C[C@H]1CNC(=O)C(=O)N1C[C@H](Cc1ccc(O)cc1)NC(=O)CC12CC3CC(CC(C3)C1)C2,-0.3%,8.8%,5.2%,0.4%,-5.4%
O=C1NCCCC1C(=O)N/N=C/c1ccccc1 (stereo unspecified),-0.3%,1.4%,1.2%,1.5%,-5.6%
CCC(=O)N1c2ccc(S(=O)(=O)NCc3ccco3)cc2CC1C (stereo unspecified),10.2%,-1.0%,2.9%,i,5.8%
O=C1C(CO)C(CO)C(CO)C1CO (stereo unspecified),x,x,x,4.4%,3.0%
Cc1ccc2cc(C(c3nnnn3Cc3ccccc3)N3CCN(c4ccccc4)CC3)c(=O)[nH]c2c1 (stereo unspecified),-3.9%,45.7%,60.8%,i,1.1%
CCc1ccccc1NC(=O)C1CCCN(c2nn3c(=O)cc(C)nc3s2)C1 (stereo unspecified),-15.2%,14.8%,-6.2%,0.5%,-5.3%

# Laid out differently: 4 of the compounds above.
SMILES | PhoP GFP inhibition | M. tuberculosis | H37Rv inhibition | VEEV TC-83 Vero | H1N1 NS1A inhibition
COc1ccc(NC(=O)COC(=O)CN2C(=O)C3CCCCC3C2=O)cc1OC (stereo unspecified) | x | 1.3% | -4.2% | i | -0.6%
CCOc1nnc(C)c2c(C)n(-c3cccc(OC)c3)nc12 | 5.3% | -15.2% | -3.3% | 9.8% | -0.2%
O=C(CN1CCOCC1)Nc1ncc(Cc2cccc(Cl)c2)s1 | -7.4% | 21.9% | 1.8% | i | 1.7%
O=C(NCCc1nccs1)C1CCC(=O)N(CCc2ccc(Cl)cc2)C1 (stereo unspecified) | 4.2% | -7.1% | 1.1% | 2.4% | -18.2%

# Screens from PubChem BioAssay.

# No enrichment for hits (roughly 1.6% active in at least one column).
